# Compound activity (PubChem BioAssay)
# Anthrax LF prot – blocks Bacillus anthracis lethal factor protease; AID 588501; actives 0.12% (n = 360,000); multiplex microsphere protease cleavage assay, LF; inhibition, % at 10 µM; P15917; further: plate controls were buffer without enzyme for full effect and enzyme alone for no effect
# BoNT-F LC inh – inhibitors of Botulinum neurotoxin F light chain protease; inhibition, % at 10 µM; actives 0.22% (n = 360,000); Multiplex microsphere protease cleavage assay, flow cytometry; in the data active means inhibition above about 35%, passing the limit was not always enough; inconclusive means no clear call, values can overlap the other calls; further: plate controls were buffer without enzyme for full effect and enzyme alone for no effect
# BioA inh – BioA (M. tuberculosis) enzyme inhibition; AID 602481; actives 0.096% (n = 360,000); purified M. tuberculosis BioA enzyme, plate reader; inhibition, % at 9.99 µM; in the data active means inhibition above about 40%; inconclusive means no clear call, values can overlap the other calls
# PfHsp40 rescue – rescue of PfHsp40-mediated yeast toxicity | S. cerevisiae expressing PfHsp40, growth rescue, ATP luminescence | growth rescue, % at 12.5 µM | actives 0.68% (n = 340,000) | AID 504582; in the data active means growth rescue above about 28%, passing the limit was not always enough; inconclusive means no clear call, values can overlap the other calls;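 further: yeast W303a lacking pdr1 and pdr3 grown in galactose medium; growth measured after three days at 30 °C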
# BoNT A protease – blocks Botulinum neurotoxin A light chain protease; actives 0.17% (n = 360,000); inhibition, % at 10 µM; multiplex microsphere protease substrate cleavage, flow cytometry; further: plate controls were buffer without enzyme for full effect and enzyme alone for no effect
# Mtb UGM inh – blocks M. tuberculosis UGM enzyme. P9WIQ1. purified UGM, fluorescence polarization probe displacement. inhibition, % at 10 µM. actives 0.06% (n = 320,000). AID 504406; in the data active means inhibition above about 10%, passing the limit was not always enough; inconclusive means no clear call, values can overlap the other calls
# Target sequence (P9WIQ1 whole entry, looked up): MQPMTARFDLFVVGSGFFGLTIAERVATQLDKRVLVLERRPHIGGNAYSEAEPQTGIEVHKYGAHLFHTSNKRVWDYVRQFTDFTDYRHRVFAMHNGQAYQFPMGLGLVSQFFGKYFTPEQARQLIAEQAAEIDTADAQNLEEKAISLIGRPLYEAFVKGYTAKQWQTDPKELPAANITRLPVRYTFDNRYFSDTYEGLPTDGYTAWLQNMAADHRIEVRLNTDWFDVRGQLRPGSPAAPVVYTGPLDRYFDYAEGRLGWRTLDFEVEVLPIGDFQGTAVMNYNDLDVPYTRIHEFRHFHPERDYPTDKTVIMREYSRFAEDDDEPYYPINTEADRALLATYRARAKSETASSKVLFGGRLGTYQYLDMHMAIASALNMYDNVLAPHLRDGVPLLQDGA
# GDH-TPI inh – counter-screen for M. tuberculosis FBA inhibitors: GDH-TPI coupled enzymes. GDH-TPI coupled enzyme counterscreen, NADH absorbance. inhibition, % at 4.8 µM. actives 1.2% (n = 360,000). AID 588335; in the data active means inhibition above about 30%;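 further: 0% = DMSO wells and 100% = wells lacking the enzyme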
# Mtb FBA inh – Mtb fructose-bisphosphate aldolase inhibition | P9WQA3 | purified M. tuberculosis FBA, fluorescence read-out | inhibition, % at 1 µM | actives 2.3% (n = 360,000) | AID 588726; in the data active means inhibition above about 27%;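 further: 0% = vehicle and 100% = reference inhibitor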
# Target sequence (P9WQA3 whole entry, looked up): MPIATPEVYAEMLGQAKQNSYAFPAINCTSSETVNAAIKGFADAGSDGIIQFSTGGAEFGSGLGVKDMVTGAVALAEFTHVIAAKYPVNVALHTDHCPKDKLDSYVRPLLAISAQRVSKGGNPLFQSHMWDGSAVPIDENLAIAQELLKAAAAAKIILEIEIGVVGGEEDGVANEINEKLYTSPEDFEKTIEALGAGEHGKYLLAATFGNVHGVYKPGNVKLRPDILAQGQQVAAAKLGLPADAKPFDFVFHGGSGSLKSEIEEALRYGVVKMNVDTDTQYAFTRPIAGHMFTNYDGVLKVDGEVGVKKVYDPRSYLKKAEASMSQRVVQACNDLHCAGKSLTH
# FadD28 FP inh – inhibitors of Mycobacterium tuberculosis FadD28 bisubstrate binding; actives 0.22% (n = 360,000); FadD28 bisubstrate probe binding, fluorescence polarization; AID 588549; inhibition, % at 12.5 µM; in the data active means inhibition above about 8.5%, passing the limit was not always enough; inconclusive means no clear call, values can overlap the other calls
# Active calls of the source: *; ? = inconclusive; nt = no result given. Unless noted, no stated cut-off is given here; in the data, active means inhibition above about 30%; inconclusive means no clear call, values can overlap the other calls; inactive means below that. Hits appear at their usual frequency. About 4.7% of those tested had a hit in this group.
SMILES,Anthrax LF prot,BoNT-F LC inh,BioA inh,PfHsp40 rescue,BoNT A protease,Mtb UGM inh,GDH-TPI inh,Mtb FBA inh,FadD28 FP inh
COc1cccc(N2CCN(C(=O)C3CCCN(S(=O)(=O)c4cnc[nH]4)C3)CC2)c1 (configuration not stated),0,-3,-1.3,0.2,0.7,-0.4,-3,6,1.9
Cc1ccc(C)c(NC(=S)NCc2cccs2)c1,-2,2,nt,-1.3,0.0,2.0,1,2,-1.4
C=CCN(c1ccccc1)S(=O)(=O)c1cccc(C(=O)Nc2nnc(SCC)s2)c1,-1,0,nt,-1.3,0.9,-1.9,23,-1,-1.6
COc1ccc(C(O)Cn2ccsc2=NC(C)=O)cc1 (configuration not stated),0,0,-3.2,0.1,1.6,0.5,1,1,0.8
O=C(Cn1cnc2ccccc2c1=O)Nc1ccc(S(=O)(=O)N2CCOCC2)cc1,-5,3,nt,-1.0,-0.8,-0.8,3,4,0.7
CC(NC(=O)c1ccc(Cl)c(S(=O)(=O)N2CCCCCC2)c1)c1cccnc1 (configuration not stated),-12,-14,0.6,1.1,-0.8,-1.3,10,0,0.9
O=C(C[C@H]1C/C=C\CC[C@H](Cc2ccc(F)cc2)C(=O)OC[C@H]2CCCN2C1=O)N[C@@H](CO)Cc1ccccc1,-10,-12,-0.2,0.6,-0.8,0.5,-2,-1,-2.9
CCN(c1ccccc1)S(=O)(=O)c1ccc(C(=O)N2CCN(c3ccccc3F)CC2)cc1,0,-5,-0.9,nt,0.1,nt,4,-5,-2.9
COc1ccc(C(=O)Nc2nc3ccccc3s2)cc1,-18,-3,6.1,0.0,1.1,4.3,14,2,-1.3
NC(=O)c1ccc(/C=N/O)[n+](Cc2ccccc2)c1,14,?,-0.5,-0.1,?,-1.5,35*,-3,-0.3
CNC(=O)C[C@@H]1C(=O)N(CCc2ccccc2)CC1(C)C,-4,2,nt,nt,-0.4,nt,-1,-2,-3.3
Cc1cc(C)nc(N/N=C/c2ccncc2)n1,-2,-27,-0.8,0.6,-4.0,2.0,14,0,-1.4
Nc1c(Cl)cc(Cl)cc1C(=O)OCC(=O)N1CCOCC1,-5,2,nt,-1.2,0.9,-2.2,4,101*,-1.2
COc1ccc(CCN2C(=O)CC(Cc3ccc(Br)cc3)C2=O)cc1OC (configuration not stated),0,2,nt,3.0,0.2,0.3,5,0,-2.0
CC(=O)N1CCOc2ccc(S(=O)(=O)Nc3cccc(C)n3)cc21,0,-1,-0.2,-1.5,0.4,-1.5,4,3,-2.1
C=CCN1C(=O)C(Cc2ccc(Br)cc2)S/C1=N\N=C\c1ccco1 (configuration not stated),-2,-7,-0.4,-0.7,-0.2,0.1,20,-3,-2.0
O=C1[C@@H](Oc2ccccc2)[C@@H](c2ccncc2)N1c1ccccc1,-10,-2,-0.2,-1.2,-0.6,nt,6,-1,-1.9
CCCCCOc1ccc(C2C(C(C)=O)=C(C)Nc3ncnn32)cc1OC (configuration not stated),-5,6,-0.7,2.1,-0.2,1.7,6,0,-1.9
CC1CC(C)CN(C(=O)C2CCC(CNS(=O)(=O)c3ccccc3)CC2)C1 (configuration not stated),-7,-3,0.8,0.8,-1.0,-2.9,9,0,-2.7
Cc1ccc(NC(=O)COC(=O)CNC(=O)C2CCCCC2)cc1S(=O)(=O)N(C)C,-5,-7,-0.2,-0.9,-1.2,-1.1,7,-2,0.4
COc1ccc(OC)c(CN2CCN(C(=O)CNC(=O)c3ccc(C(C)(C)C)cc3)CC2)c1,0,-5,-0.2,-1.1,0.2,-1.0,2,-3,-4.7
Cc1ccccc1CC1(CO)CCCN(Cc2ccc(C#CC(C)(C)O)cc2)C1 (configuration not stated),0,1,nt,1.1,0.8,1.4,-3,-1,-3.4
CCS(=O)(=O)N1CCC(NC(=O)c2ccco2)CC1,4,-13,0.8,-0.1,-1.5,-0.6,3,-8,-1.3
COC(=O)c1nnn(-c2cccc(Cl)c2)c1C(=O)OC,15,?,nt,-0.4,0.5,1.3,3,0,-1.8
COC(=O)C1CCN(CC(=O)Nc2ccccc2Sc2ccccc2)CC1,0,-1,nt,0.4,0.0,-0.8,3,-10,-6.5

# Later entries.
SMILES,Anthrax LF prot,BoNT-F LC inh,BioA inh,PfHsp40 rescue,BoNT A protease,Mtb UGM inh,GDH-TPI inh,Mtb FBA inh,FadD28 FP inh
Cc1nn(C(C)(C)C)c(NC(=O)c2ccccc2)c1C#N,8,-3,nt,-3.8,-5.4,-1.0,16,0,-1.9
CCOC(=O)C1=C(C)NC(=O)CC1c1cc2c(cc1[N+](=O)[O-])OCO2 (configuration not stated),-4,2,0.2,-2.0,-0.9,2.1,3,0,0.0
Cc1cc(/C=C2\C(=O)NC(=O)N(c3ccc(Cl)cc3)C2=O)c(C)n1-c1cccc(C(=O)O)c1,-2,-14,-0.1,0.9,3.0,0.2,-1,1,3.4
O=C(Nc1ccc(Br)cc1F)c1sccc1-n1cccc1,-6,-5,-0.9,2.2,-0.6,1.1,-6,-2,-2.1
Cc1cccnc1NC(=O)C1CCCN(S(=O)(=O)c2ccc3c(c2)oc(=O)n3C)C1 (configuration not stated),3,-1,1.3,-1.2,-0.4,-1.1,-12,-2,-2.8
CC(=O)c1cccc(NC(=O)C(C)OC(=O)CCCN=C2NS(=O)(=O)c3ccccc32)c1 (configuration not stated),-4,-16,nt,-0.4,-8.1,-1.1,0,-2,-3.9
COc1ccc(-c2cccc3c2NC(=O)C3=O)cc1OC,2,-8,1.5,0.2,1.0,nt,-7,3,-0.6
CCC(C)c1ccc(OCC(=O)Nc2ccc3c(c2)C(=O)NC3=O)cc1 (configuration not stated),-1,-5,-1.7,-0.9,3.4,0.0,8,0,-2.6
CCOC(=O)C1CCCN(C(=O)C2CCN(S(=O)(=O)N3CCC4(CC3)OCCO4)CC2)C1 (configuration not stated),-2,-1,-0.1,-2.1,-0.2,-4.1,6,-2,-1.1
CCC(=O)Nc1ccc(NC(=O)CSc2nnc(-c3ccco3)n2CC)cc1,5,-13,nt,0.0,-2.3,3.1,-7,2,nt
CCOc1cc(C(=O)Nc2cc(C)ccc2OC)ccc1OCC(=O)N1CCCCC1,-5,-6,0.2,0.0,-0.6,0.3,16,0,-2.7
Oc1ccccc1-c1ccn[nH]1,-8,-6,-1.5,-1.3,0.3,3.4,0,0,-0.6
CC(=O)Nc1ccc(S(=O)(=O)NCc2nc(-c3ccccc3Cl)no2)cc1,2,-1,0.1,0.5,-1.0,-3.2,3,-3,-4.2
COc1cc(C2C3=C(COC3=O)Oc3cc4c(cc32)OCO4)cc(OC)c1OC(C)=O (configuration not stated),-4,4,nt,-0.6,-0.3,nt,11,3,-1.1
CN(Cc1ccccc1Br)C(=O)CN1C(=O)NC2(CCCCCC2)C1=O,-2,-5,-0.1,-1.2,-0.9,0.1,-4,-2,-3.1
O=C(CN1C(=O)NC2(CCCCCCC2)C1=O)NCc1ccc2c(c1)OCO2,6,-8,2.1,-0.7,-0.2,-0.1,3,-3,-2.1
Cn1cccc1Cc1nnc(SCC(=O)N2CCCc3ccccc32)n1-c1ccc(F)cc1,-2,-8,0.4,-0.1,-1.0,-1.2,-5,1,-4.2
O=C(Nc1cc2ccccc2oc1=O)C1CCCCC1,-1,-2,-0.7,0.6,-0.3,-0.5,0,5,3.3
Cc1c(Cl)c([N+](=O)[O-])nn1CCCC(=O)NC1CCCCC1,-2,6,0.6,-1.5,0.1,-0.1,9,0,-4.6
O=C(ON=C1CCN(S(=O)(=O)c2ccccc2)CC1)c1cccc(Cl)c1,3,1,2.7,-0.8,0.2,1.2,5,2,-3.8
COc1cccc(N2C(=O)/C(=C/c3ccc(C)o3)C(=O)NC2=S)c1,-2,3,nt,4.9,0.5,-4.6,-10,-1,4.5
O=S(=O)(NCCN1CCOCC1)c1ccc(Cl)c(Cl)c1,-11,-3,0.5,-1.0,0.0,0.5,2,5,-1.5
CCCC(=O)Nc1ccc(-c2csc(-c3cccnc3)n2)cc1,-5,?,2.8,-0.3,-6.9,6.7,12,2,-0.3
CC1CCC(NC(=O)CN2C(=O)C3CC=CCC3C2=O)CC1 (configuration not stated),-7,3,-3.6,-0.7,0.4,0.4,4,1,0.7
O=C(Nc1ccccc1C(=O)Nc1ccncc1)c1cccc([N+](=O)[O-])c1,-3,0,-1.5,1.1,0.6,3.7,-7,3,-2.7

# (list continues)
SMILES,Anthrax LF prot,BoNT-F LC inh,BioA inh,PfHsp40 rescue,BoNT A protease,Mtb UGM inh,GDH-TPI inh,Mtb FBA inh,FadD28 FP inh
c1ccc(N/N=C2\CCCc3ccccc32)nc1,-2,-3,0.9,1.2,-0.7,2.8,32*,-4,1.3
CCn1cc(C(=O)O)c(=O)c2cc(F)c(N3CCN(C(=S)NC(=O)c4ccccc4)CC3)cc21,2,6,nt,-0.6,-1.1,-0.2,-1,0,-0.9
O=C(CSc1nccc(=O)[nH]1)N1CCCc2ccccc21,-11,-19,0.2,-1.7,-0.6,-3.2,3,1,2.1
COc1cc(C(=S)N2CCOCC2)ccc1OC(=O)/C=C/c1ccco1,2,3,nt,0.0,-0.2,-1.7,18,-2,-1.2
COC(=O)[C@H](C)NC(=O)NC(C)CCc1ccccc1 (some centres not stated),1,2,-0.1,-1.9,1.8,-2.0,1,0,-2.9
CC(=O)Nc1ccc(NC(=O)C(NS(=O)(=O)c2ccc3c(c2)OCCO3)C(C)C)cc1 (configuration not stated),2,-5,-1.6,-0.3,0.2,-2.7,9,-1,-2.5
Cc1noc(C)c1C(=O)OCC(=O)NCCc1ccc(Cl)cc1,0,-24,0.6,0.6,-0.5,-0.4,6,0,-2.6
Cc1nn(Cc2ccc(Cl)cc2)c(C)c1NC(=O)CCCn1nc(C)c([N+](=O)[O-])c1C,-4,-7,nt,0.5,-1.1,nt,5,1,-0.7
Cc1ccc(N=Nc2ccc(O)c(P(=O)(c3ccccc3)c3ccccc3)c2)cc1,-3,-12,nt,-1.5,-2.0,-3.2,11,-8,-0.4
COc1ccc(OC)c(CN2CCC(CNC(=O)Nc3cccc(Cl)c3)CC2)c1,-8,2,nt,-1.1,0.0,1.6,1,2,-5.4
CCC(=O)N1CCc2cc(S(=O)(=O)CCC(=O)Nc3cccc(F)c3)ccc21,-6,-10,-0.8,0.2,-0.8,-2.5,-2,0,-1.5
COc1ccc2cc(C3CC(c4cccs4)=NN3C(C)=O)c(Cl)nc2c1 (configuration not stated),-4,0,nt,0.4,-0.8,3.4,11,1,1.6

# Compound profiles, from the list above:
# COc1cc(C(=S)N2CCOCC2)ccc1OC(=O)/C=C/c1ccco1 in the list: Anthrax LF prot: 2; BoNT-F LC inh: 3; BioA inh: nt; PfHsp40 rescue: 0.0; BoNT A protease: -0.2; Mtb UGM inh: -1.7; GDH-TPI inh: 18; Mtb FBA inh: -2; FadD28 FP inh: -1.2
# c1ccc(N/N=C2\CCCc3ccccc32)nc1 in the list: Anthrax LF prot: -2; BoNT-F LC inh: -3; BioA inh: 0.9; PfHsp40 rescue: 1.2; BoNT A protease: -0.7; Mtb UGM inh: 2.8; GDH-TPI inh: 32*; Mtb FBA inh: -4; FadD28 FP inh: 1.3

# Quoted at random: 5 compounds from above
SMILES,Anthrax LF prot,BoNT-F LC inh,BioA inh,PfHsp40 rescue,BoNT A protease,Mtb UGM inh,GDH-TPI inh,Mtb FBA inh,FadD28 FP inh
COC(=O)C1CCN(CC(=O)Nc2ccccc2Sc2ccccc2)CC1,0,-1,nt,0.4,0.0,-0.8,3,-10,-6.5
COc1ccc(-c2cccc3c2NC(=O)C3=O)cc1OC,2,-8,1.5,0.2,1.0,nt,-7,3,-0.6
Cn1cccc1Cc1nnc(SCC(=O)N2CCCc3ccccc32)n1-c1ccc(F)cc1,-2,-8,0.4,-0.1,-1.0,-1.2,-5,1,-4.2
O=S(=O)(NCCN1CCOCC1)c1ccc(Cl)c(Cl)c1,-11,-3,0.5,-1.0,0.0,0.5,2,5,-1.5
COc1ccc(OC)c(CN2CCN(C(=O)CNC(=O)c3ccc(C(C)(C)C)cc3)CC2)c1,0,-5,-0.2,-1.1,0.2,-1.0,2,-3,-4.7
